Screening data: PubChem, several laboratories
CYP2C19 act: cytochrome P450 2C19 (human) activation | 96,000 tested, under 10 active | activation factor at 5 µM | P33261 | recombinant CYP2C19, luciferin-H EGE luminescence; stronger effect = higher value; 0 = fully inhibited enzyme, 1 = untreated enzyme;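 active = activation factor of at least 2 at 5 µM in the primary screen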;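 also: 0 = wells with 2.5 mM tranylcypromine and 1 = vehicle-only wells; values of inactives mirror those of a sister screen read the other way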
VCAM1 TNFa inh: reduces TNF alpha induced VCAM1 expression in HUVEC; HUVEC TNFa-induced VCAM-1 immunofluorescence, high-content imaging; 0.48% of 95,000 active; inhibition, % at 2 µM;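 active = inhibition above the batch mean plus 3 SD, with images confirmed as a hit by eye, cut at about 37% in these data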;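 also: 0% = TNF-stimulated DMSO wells and 100% = unstimulated control wells; not every result past the cut was called active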
TNFa cytotox: toxic to HUVEC cells under TNF alpha stimulation; HUVEC TNFalpha-stimulated, Hoechst cell count, imaging; 0.17% of 93,000 active; cell count reduction, % at 2 µM; AID 848;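 active = cell count reduction exceeding the screen mean by over 5 SD, scaled to untreated wells per plate, cut at about 78% in these data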;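 also: cells counted after 24 h of TNF alpha exposure following the 1 h pretreatment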
HUVEC tox IL1B: HUVEC cytotoxicity counter-screen, IL-1B stimulated; HUVEC cell count loss, Hoechst imaging; cell count reduction, % at 2 µM; 0.41% of 94,000 active; AID 845;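 active = cell count reduction more than 3 SD above the screen-wide mean, cut at about 70% in these data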;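 also: normalized per plate to untreated control cells as the no-loss baseline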
CYP2C9 inhib: inhibitors of human CYP2C9 | inhibition, % at 5 µM | P11712 | CYP2C9 Supersomes, luciferin-H conversion, luminescence | 20% of 96,000 active;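 active = blocking of liver enzyme CYP2C9 beyond about 50% at 5 µM, limit read from the data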; also: values of inactives mirror those of a sister screen read the other way
Target sequence (P11712 whole entry, looked up): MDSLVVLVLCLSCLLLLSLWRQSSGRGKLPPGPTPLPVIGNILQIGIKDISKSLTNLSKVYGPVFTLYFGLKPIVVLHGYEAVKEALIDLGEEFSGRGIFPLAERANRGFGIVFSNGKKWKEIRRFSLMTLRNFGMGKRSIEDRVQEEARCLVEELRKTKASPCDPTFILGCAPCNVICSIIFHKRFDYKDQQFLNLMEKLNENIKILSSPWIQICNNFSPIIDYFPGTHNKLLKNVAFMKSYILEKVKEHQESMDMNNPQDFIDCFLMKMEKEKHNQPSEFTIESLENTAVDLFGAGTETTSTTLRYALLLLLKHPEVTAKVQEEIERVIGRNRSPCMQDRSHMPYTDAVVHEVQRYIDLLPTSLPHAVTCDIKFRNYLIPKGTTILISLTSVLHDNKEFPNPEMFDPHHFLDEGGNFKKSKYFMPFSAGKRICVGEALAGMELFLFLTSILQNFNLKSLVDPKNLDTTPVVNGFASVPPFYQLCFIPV
CYP2C19 inh: human CYP2C19 inhibition; inhibition, % at 5 µM; AID 778; CYP2C19 Supersomes, luciferin-H EGE luminescence, 30 min; P33261; 21% of 96,000 active;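 active = CYP2C19 inhibition above a set limit at 5 µM in the primary screen, cut at about 50% in these data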;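 also: plate controls were negative control wells for no effect and 2.5 mM tranylcypromine positive control for full effect; values of inactives mirror those of a sister screen read the other way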
Candida biofilm: kills Candida albicans biofilms; inhibition, % at 6 µM; C. albicans biofilm + clotrimazole, Alamar Blue; 0.14% of 85,000 active;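 active = inhibition above 20%; inactive = inhibition below 20%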;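 also: preformed 24 hr biofilms exposed to compound for 48 hr; 0% = biofilm without compound and 100% = blank killed by clotrimazole plus chlorhexidine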
CYP2C9 activ: activators of human CYP2C9. activation factor at 5 µM. AID 1024. recombinant CYP2C9, luciferin-H conversion, luminescence; stronger effect = higher value; factor 1 = untreated enzyme, 0 = blocked. 1.4% of 96,000 active. P11712;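 active = activation factor of 2 or more for CYP2C9 at a 5 µM dose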;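 also: 0 = sulfaphenazole-blocked wells and 1 = vehicle-only wells; values of inactives mirror those of a sister screen read the other way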
hDAT+cocaine: human DAT dopamine uptake with cocaine, either direction | B-score at 10 µM | LLC-PK1 hDAT cells, [14C]-dopamine uptake with cocaine IC80; actives deviate in either direction | Q01959 | AID 449768 | 1.3% of 110,000 active;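 active = Z score or B-score, a plate-position-corrected score, falls beyond the plate's 99.7% confidence bounds, in either direction; inactive = both scores lie inside the 99.7% bounds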;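 also: scored against the spread of the other compound wells on the same plate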
Target sequence (Q01959 whole entry, looked up): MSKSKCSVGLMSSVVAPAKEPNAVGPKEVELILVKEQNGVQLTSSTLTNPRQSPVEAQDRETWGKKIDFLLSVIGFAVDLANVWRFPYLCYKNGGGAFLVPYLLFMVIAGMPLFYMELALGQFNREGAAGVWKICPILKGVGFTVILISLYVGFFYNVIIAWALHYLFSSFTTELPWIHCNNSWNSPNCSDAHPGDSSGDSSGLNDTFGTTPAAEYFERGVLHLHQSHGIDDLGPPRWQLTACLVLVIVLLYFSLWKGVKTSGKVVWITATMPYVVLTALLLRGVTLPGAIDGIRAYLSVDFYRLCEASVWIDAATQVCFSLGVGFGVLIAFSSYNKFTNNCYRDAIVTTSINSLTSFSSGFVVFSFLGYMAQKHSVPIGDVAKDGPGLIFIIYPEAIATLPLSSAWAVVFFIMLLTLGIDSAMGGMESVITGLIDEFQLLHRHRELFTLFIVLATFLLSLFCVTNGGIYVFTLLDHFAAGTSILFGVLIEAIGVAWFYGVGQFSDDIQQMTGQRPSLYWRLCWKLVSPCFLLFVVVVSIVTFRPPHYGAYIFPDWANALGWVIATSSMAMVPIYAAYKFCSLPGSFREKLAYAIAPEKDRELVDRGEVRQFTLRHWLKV
* marks the source's active call; other numbers are inactive results; . = not tested or not shown.

SMILES	CYP2C19 act	VCAM1 TNFa inh	TNFa cytotox	HUVEC tox IL1B	CYP2C9 inhib	CYP2C19 inh	Candida biofilm	CYP2C9 activ	hDAT+cocaine
O=C(O)/C=C\C(=O)Nc1ccc(Oc2ccccc2)cc1	0.9	2	13	37	12	6	.	0.9	-0.044
COc1ccccc1NC(=O)CSC1CC(=O)N(c2ccc3c(c2)OCO3)C1=O (stereo unspecified)	0.8	14	-26	4	-19	15	.	1.2	-0.32
O=C1c2ccccc2C(=O)N1CCc1nc(-c2ccncc2)no1	0	13	-15	-19	72*	97*	4	0.3	-0.3
COc1ccc(Cc2noc(COc3ccc(Cl)cc3)n2)cc1	0.7	-18	5	1	17	28	6	0.8	0.82
COc1ccc(S(=O)(=O)N(C)c2ccc(C(=O)N3CCC(C(N)=O)CC3)cc2)cc1	1.1	14	11	6	50*	-8	4	0.5	1.9
O=C(CSc1nc2c(sc3ccccc32)c(=O)n1CCc1ccccc1)NCc1ccco1	0.6	0	-22	-8	52*	42	3	0.5	0.45
CCC(C)C(NC(=O)OC(C)(C)C)C(=O)NC(CC(C)C)C(N)=O (stereo unspecified)	1.2	14	-45	-11	-25	-22	-1	1.3	-0.098
COc1ccc(NC(=O)Nc2ccc(OC)cc2)cc1	1.1	-11	-45	2	-23	-6	3	1.2	.
N#CC1=C(N)OC2=C(C(=O)CCC2)C1C1CC=CCC1 (stereo unspecified)	0.4	7	-28	-108	37	61*	8	0.6	1
O=S(=O)(c1ccccc1)N1CCCC1c1nc2ccccc2s1 (stereo unspecified)	0.8	9	-13	-32	21	19	.	0.8	1.6
CN(CC(=O)NCC1CCCO1)S(=O)(=O)c1cc(Cl)ccc1Cl (stereo unspecified)	0.4	26	21	14	-221	64*	7	3.2*	0
CCOCCCNc1nc2c(C)cccn2c(=O)c1/C=C1\SC(=S)N(CC(C)C)C1=O	0.8	0	-27	-28	13	21	.	0.9	.
Nc1nonc1C(=O)NCCc1ccccc1	0.7	0	-17	4	-9	32	1	1.1	-0.18
COc1ccc(CCNC(=O)COc2ccc(S(=O)(=O)N3CCOCC3)cc2)cc1	0.8	-10	-17	-10	34	24	2	0.7	2.4*
Cc1ccc(S(=O)(=O)NC(=O)c2cc(C)n(CCCN3CCOCC3)c2C)cc1	1.1	-2	-2	-58	-15	-6	11	1.2	.
CCCCS(=O)(=O)C(=C1Nc2ccccc2N1)S(=O)(=O)CCCC	1.2	-12	-49	-16	-12	-19	9	1.1	-1.1
O=C(CN1CCOCC1)Nc1ccc(Oc2ccc(NC(=O)CN3CCOCC3)cc2)cc1	0.9	11	-30	-25	3	11	.	1	0.4
O=C(Cn1nnc2ccccc2c1=O)Nc1cc(C(F)(F)F)ccc1N1CCOCC1	0.7	-36	-48	-42	61*	31	5	0.4	0.032
O=C(c1cccs1)N1CCN(S(=O)(=O)Cc2ccccc2)CC1	.	14	.	-47	.	.	-2	.	0.04
O=C(NCCCN1CCCC1=O)c1ccc2c(c1)NC(=O)c1ccccc1S2	1	-19	-9	5	50	-5	12	0.5	0.15
Cc1ccc2c(c1)c1c3n2CC(=C2C(=O)OC(C)(C)OC2=O)NC3CCC1 (stereo unspecified)	0.6	9	1	-6	81*	40	0	0.2	0.6
Cc1cc2cc(CNS(=O)(=O)c3ccc4ccccc4c3)ccc2n1C	0.6	10	-18	-14	-56	35	2	1.6	-0.81
CC(C)(C)c1nc2ccccc2c2nnc(SCC(=O)Nc3nccs3)n12	0.8	5	10	2	-3	15	.	1	-0.71
CCOC(=O)CC1=C(C(=O)OCC)C(c2ccncc2)C(C#N)=C(N)O1 (stereo unspecified)	0.2	18	-5	-11	59*	79*	.	0.4	-1.5
CCCSc1nc(SCC(=O)NCc2ccccc2)c2c3c(sc2n1)COC(C)(CC)C3 (stereo unspecified)	0.9	1	-16	0	15	5	6	0.8	-0.53

The list goes on.
SMILES	CYP2C19 act	VCAM1 TNFa inh	TNFa cytotox	HUVEC tox IL1B	CYP2C9 inhib	CYP2C19 inh	Candida biofilm	CYP2C9 activ	hDAT+cocaine
Cc1ccc(S(=O)(=O)/N=C(/Nc2nc(C)cc(C)n2)N2CCOCC2)cc1	1	-3	3	24	4	-4	5	1	0.7
O=C(CN1C(=O)CC(c2ccco2)Sc2ccccc21)Nc1ccc2c(c1)OCCO2 (stereo unspecified)	0.1	.	.	.	49	88*	.	0.5	-1.1
O=C(CSc1ccc2nnc(-c3ccc(F)cc3)n2n1)N1CCOCC1	.	21	7	6	.	.	.	.	0.16
O=C(OCc1nnc(-c2ccccc2)o1)c1ccc2ccccc2n1	0.7	-9	-9	-26	21	33	4	0.8	-0.024
CC1CCCC(NC(=O)COC(=O)CCC2CCCC2)C1C (stereo unspecified)	0.6	-7	2	-58	64*	40	4	0.4	0.25
Cc1noc(C)c1C(=O)Nc1c(F)cc(F)cc1Br	0.8	-5	-7	-82	-4	17	4	1	-0.59
COc1ccccc1NC(=O)COc1ccc(C(F)(F)F)cc1[N+](=O)[O-]	.	-15	12	-2	.	.	.	.	-0.68
CCOc1ccc(-n2nc(C(=O)NCCOC)c3ccccc3c2=O)cc1	1	.	.	.	10	-3	7	0.9	0.66
CC(=O)NC1(c2cccc(F)c2)CCN(C(=O)Nc2ccc(C#N)cc2)CC1	1.1	10	.	2	4	-9	4	1	0.45
CCNc1c2c(nc3ccccc13)CC(C)(C)CC2=O	.	-2	-31	79*	.	.	4	.	-0.35
CCCc1cc(C(=O)Nc2nccs2)cs1	0.6	1	-19	-197	52*	40	-4	0.5	0.69
CC(c1ccccn1)N(CCN(C)C)C(=S)Nc1ccccc1F (stereo unspecified)	0.9	-2	-5	-2	-1	14	-1	1	0.72
CCOc1ccc(CN2C(=O)CCC2(C)C(=O)NCc2cccnc2)cc1 (stereo unspecified)	1.1	.	.	.	-11	-6	7	1.1	-1.8
C=CCn1c(SCC(N)=O)nnc1-c1cc(Br)ccc1O	0.1	-2	.	-19	24	87*	4	0.8	-0.15
Cc1ccc(-c2nnn(CCC(=O)N3CCCCC3C)n2)cc1 (stereo unspecified)	0.8	.	.	29	20	16	6	0.8	1.2
CCCC(CCC(=O)Nc1ccc(S(N)(=O)=O)cc1)C(=O)O (stereo unspecified)	1.1	-10	-10	2	0	-11	.	1	-0.058
O=C(c1cccc(-c2nnc(-c3ccccc3)o2)c1)N1CCCCCC1	0.7	-10	8	27	34	34	0	0.7	1.2
CC(C)CCNC(=O)NC(=O)COc1ncnc2sccc12	0.9	10	-3	14	25	8	2	0.8	0.016
N#Cc1c(NC(=O)CSc2nnc(-c3ccccc3)o2)sc2c1CCCC2	0.8	-2	-4	17	39	17	.	0.6	1.6
COc1ccc(-n2c(SCC(=O)NCC3CCCO3)nc3n[nH]c(C)c3c2=N)cc1 (stereo unspecified)	0.8	12	-13	-23	6	21	.	0.9	0.4
COCCNc1nc2c(c(=O)n(Cc3ccc(OC)cc3)c(=O)n2C)n1C	1.1	12	-17	.	-40	-10	5	1.4	-0.23
CCc1cccc(C)c1NC(=O)c1cc(C)oc1C	0.9	-8	2	-12	-18	14	-1	1.2	-0.12
N=c1c2c3c(sc2nc2n1CCCCC2)CCCCC3	0.8	.	.	.	44	16	3	0.6	1.6
CN1CCN(C(c2cccc(C(F)(F)F)c2)c2nnnn2C(C)(C)C)CC1 (stereo unspecified)	1	-5	0	-11	14	4	0	0.9	-0.11
COC(=O)c1c(/N=C/NOCc2ccc(Cl)cc2)sc2c1CCN(c1ncc(C(F)(F)F)cc1Cl)C2	0.9	22	-14	20	3	9	-6	1	-0.66

Brought forward from above: three compounds, followed by the next part.
SMILES	CYP2C19 act	VCAM1 TNFa inh	TNFa cytotox	HUVEC tox IL1B	CYP2C9 inhib	CYP2C19 inh	Candida biofilm	CYP2C9 activ	hDAT+cocaine
N=c1c2c3c(sc2nc2n1CCCCC2)CCCCC3	0.8	.	.	.	44	16	3	0.6	1.6
CN1CCN(C(c2cccc(C(F)(F)F)c2)c2nnnn2C(C)(C)C)CC1 (stereo unspecified)	1	-5	0	-11	14	4	0	0.9	-0.11
COC(=O)c1c(/N=C/NOCc2ccc(Cl)cc2)sc2c1CCN(c1ncc(C(F)(F)F)cc1Cl)C2	0.9	22	-14	20	3	9	-6	1	-0.66
CN(C)c1c([N+](=O)[O-])ncn1C	0.9	5	-27	1	9	14	5	0.9	-0.11
Cn1c(SCC(=O)NC(C)(C)C)nc(O)cc1=O	1.1	-14	16	-2	-11	-11	-1	1.1	-1.9
COCCNC(=O)CN(CCc1ccccc1)S(=O)(=O)c1ccc(OC)cc1	0.4	-6	-13	-1	-12	60*	-2	1.1	0.068
Cc1cc2ccc(C)c(C)c2nc1SCC#N	1	.	.	-13	10	4	6	0.9	-0.63
OC1(c2ccccc2)C/C(=N\n2cnnc2)C=C1c1ccccc1 (stereo unspecified)	0	-7	-8	11	95*	99*	3	0	1.6
COc1ccc(C(=O)Oc2c(C)occc2=O)cc1OC	1.1	9	-20	11	-10	-5	6	1.1	-0.67
COC(=O)c1ccc(NC(=O)C2C3C=CC(O3)C2C(=O)O)cc1 (stereo unspecified)	1.2	2	55	-8	-4	-16	.	1	-0.87
CCOc1ccc(C(=O)NCCc2ccccc2)cc1	0.6	-6	7	0	42	43	.	0.6	0.0018
CCC(C)(C)NC(=O)C(c1cccn1C)N(Cc1ccc(C)cc1)C(=O)Cn1nnc2ccccc21 (stereo unspecified)	0.6	0	-31	-53	28	36	5	0.7	0.054
COc1cc(C2C(C(C)=O)=C(O)C(=O)N2CCN(C)C)ccc1O (stereo unspecified)	1.1	2	-18	.	-10	-12	9	1.1	-1.2
O=C(Nc1ccc(S(=O)(=O)N2CCOCC2)cc1)C1CCCCC1	1.2	13	-5	8	-10	-16	4	1.1	1.4
CCOc1ccc2[nH]c(=O)c(CN(Cc3cccs3)Cc3nnnn3C(C)(C)C)cc2c1	1	-5	-3	-115	2	4	10	1	0.62
CCN1CCN(/C=N/c2nc3c(s2)CCCC3)CC1	1	-8	-10	3	-13	4	10	1.1	0.21
O=C1CC(C2CCCO2)C(=O)N1c1cccc(Cl)c1 (stereo unspecified)	1	2	-13	2	-17	-3	.	1.2	-0.75
CCOC(=O)N1CCN(C(=O)CN(c2ccc(C)c(C)c2)S(=O)(=O)c2ccccc2)CC1	0.4	-1	0	-24	73*	63*	9	0.3	0.59
Cc1c(C#N)c2ccccc2n1CC(=O)NCCc1c[nH]c2ccccc12	0.6	-12	-28	7	42	41	4	0.6	0.0013
N=c1ncn(CC(O)CN2CCOCC2)c2nc(N3CCOCC3)[nH]c12 (stereo unspecified)	1.2	-3	-21	-21	-20	-24	-2	1.2	.
CC(=O)c1cnc2cc(C)nn2c1C	1.2	2	-28	16	-8	-15	9	1.1	-0.73
c1ccc2nc(-c3nc4ccccc4o3)ccc2c1	0.3	.	.	.	43	71*	2	0.6	-0.83
CCc1nc(Nc2ccc(OC)c(OC)c2)c2nnn(Cc3ccccc3Cl)c2n1	.	-6	-3	-34	.	.	1	.	1.2
Cn1c(C(=O)NCC2CCCO2)cc2oc3ccccc3c21 (stereo unspecified)	0.3	.	.	.	81*	72*	.	0.2	1.4
Cc1ccc(S(=O)(=O)C2(C(=O)N(C)C3CCCCC3)CC2)cc1	0.5	-8	7	14	8	50*	2	0.9	-0.009
CC(C)NC(=O)c1ccc(N2CCOCC2)nc1	0.9	-5	-18	0	29	14	5	0.7	-1.1
O=S1(=O)CCN(Cc2ccc(Cl)cc2)CC1	0.7	3	-24	-17	-5	32	.	1.1	0.011
Cc1cc(Br)c(S(=O)(=O)n2nnc3ccccc32)cc1C	0.6	-4	-13	-37	28	42	4	0.7	0.039

This is a random part of the collection; overall some 29% were active at least once.
